PPARg SRC2 recr – promotes SRC-2 coactivator recruitment by human PPARgamma; PPARgamma LBD-SRC-2 recruitment, biochemical; activation, % at 8 µM; hit rate 0.34% among 200,000; AID 1032; in the data active = activation above about 22%;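 note: 0% = vehicle and 100% = reference agonist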
Target sequence (P37231 whole entry, looked up, the tested form may be a part): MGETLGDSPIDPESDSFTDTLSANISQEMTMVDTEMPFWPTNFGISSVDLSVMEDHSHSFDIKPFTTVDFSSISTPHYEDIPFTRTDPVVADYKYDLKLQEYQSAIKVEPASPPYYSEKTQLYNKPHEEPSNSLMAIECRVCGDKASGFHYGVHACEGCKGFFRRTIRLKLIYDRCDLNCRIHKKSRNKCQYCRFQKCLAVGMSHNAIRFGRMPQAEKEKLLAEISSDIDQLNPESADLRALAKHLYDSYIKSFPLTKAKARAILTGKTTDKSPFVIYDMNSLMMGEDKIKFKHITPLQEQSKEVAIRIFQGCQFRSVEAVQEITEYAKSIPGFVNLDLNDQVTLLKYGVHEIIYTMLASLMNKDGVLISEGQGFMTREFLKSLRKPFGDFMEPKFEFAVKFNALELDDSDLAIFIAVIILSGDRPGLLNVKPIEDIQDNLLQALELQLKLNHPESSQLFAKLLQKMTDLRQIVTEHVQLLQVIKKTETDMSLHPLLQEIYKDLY
STAT3 act – STAT3 signaling activation. U3A cells, IL-6 STAT3-luciferase reporter, luminescence; 100% = signal with IL-6 EC80 alone. activation (% of control), % at 5.6 µM. hit rate 0.91% among 190,000;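 active = activation above the screen-wide mean of compound activation plus 3 SD, cut at about 130% in these data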;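 note: 0% = background luminescence of wells with medium and substrate only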
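Test system: Human STAT1-deficient U3A cells with stable STAT3-luciferase reporter | Also added: Interleukin-6, 33 ng/mL | Timing: Compound pre-incubation 1 h before IL-6, then 6 h stimulation at 37 °C | Technique: Luciferase reporter luminescence | Read-out: Percent of IL-6-only median luminescence | Benchmarks: IL-6-only wells as 100% reference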
STAT1 blocker – reduces IFN-gamma driven STAT1 reporter signal | NIH 3T3 STAT1-luciferase reporter, luminescence | inhibition, % at 5.5 µM | hit rate 0.35% among 200,000;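 active = inhibition above a set limit, the mean inhibition across all tested compounds plus 3 SD, cut at about 34% in these data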;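 note: 0% = IFN-gamma with DMSO and 100% = IFN-gamma with 300 µM nifuroxazide; values of inactives mirror those of a sister screen read the other way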
ROMK mod – modulates human ROMK potassium channel activity | Tet-inducible ROMK, thallium flux fluorescence; actives lie on both sides | B-score at 10 µM | hit rate 2% among 130,000;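 active = signal ratio slope over the read window, or its plate-corrected B-score, at least 3 SD from the plate mean, either direction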;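 note: B-score of the F/F0 ratio slope over 7 to 12 s after thallium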
PPARg SRC-1 ag – agonists of human PPARgamma SRC-1 coactivator recruitment. PPARgamma-SRC-1 coactivator recruitment biochemical assay. activation, % at 8 µM. hit rate 0.41% among 200,000; in the data active = activation above about 19%;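 note: 0% = DMSO and 100% = reference agonist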
SRC2 TRFRET art – flags TR-FRET format artefacts in PPARgamma SRC-2 recruitment agonist screen; AID 1049; TR-FRET artefact counter-screen; active compounds read high; TR-FRET ratio at 8 µM; hit rate 0.4% among 200,000; in the data active = TR-FRET ratio above about 2000; note: inactives centre near 1500
TLR4 MyD88 comp – blocks binding of human TLR4 to MyD88. O00206+Q99836. HeLa CL3-4 TLR4/MyD88 BLA complementation, FRET ratio. inhibition, % at 8.4 µM. hit rate 0.18% among 200,000. AID 861; in the data active = inhibition above about 25%;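 note: 0% = vehicle and 100% = reference inhibitor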
RAM inhibit – blocks the yeast RAM network. S. cerevisiae dse1pr::URA3 reporter, 5-FOA growth OD615, 2 d; analog-sensitive cbk1-as2 kinase mutant strain. inhibition, % at 50 µM. hit rate 1.8% among 190,000. AID 868;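 active = inhibition above a set limit, 3 SD over mean compound inhibition, cut at about 8.4% in these data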;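 note: 0% = DMSO-only wells with no growth and 100% = 10 µM 1-NA-PP1 full growth; inhibition rescues growth on 5-FOA so higher OD means more RAM inhibition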
S1P3 antagonist – antagonists of human S1P3 receptor; Q99500; inhibition, % at 4.98 µM; CHO S1P3 NFAT-BLA reporter, FRET fluorescence, antagonist mode; hit rate 0.27% among 170,000;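 active = inhibition above the plate cutoff, the mean inhibition of test wells on that plate plus 3 SD, cut at about 28% in these data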;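 note: cells challenged with S1P at its EC80 of 0.8 µM; blue over green emission ratio from cleaved BLA substrate after 4 h stimulation; 0% = S1P-stimulated wells and 100% = unstimulated DMSO-only wells; some compounds past the cut are filed as inactive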
Target sequence (Q99500 whole entry, looked up): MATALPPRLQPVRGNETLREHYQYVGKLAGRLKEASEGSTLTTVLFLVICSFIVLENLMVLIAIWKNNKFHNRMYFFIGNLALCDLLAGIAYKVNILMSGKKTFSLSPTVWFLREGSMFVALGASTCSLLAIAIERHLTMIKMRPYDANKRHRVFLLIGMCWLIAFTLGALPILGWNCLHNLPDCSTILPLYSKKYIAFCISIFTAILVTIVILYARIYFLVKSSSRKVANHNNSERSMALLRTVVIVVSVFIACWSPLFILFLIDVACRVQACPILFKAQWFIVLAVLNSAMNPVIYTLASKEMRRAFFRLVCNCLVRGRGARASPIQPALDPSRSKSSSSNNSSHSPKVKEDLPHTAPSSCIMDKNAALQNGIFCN
PPARg SRC3 recr – promotes SRC-3 coactivator recruitment by human PPARgamma | AID 731 | biochemical PPARgamma/SRC-3 coactivator recruitment assay | activation, % at 8 µM | hit rate 0.26% among 200,000; in the data active = activation above about 23%;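 note: 0% = DMSO and 100% = reference agonist; some compounds past the cut are filed as inactive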
STAT3 blocker – inhibitors of IL-6 induced STAT3 signaling; U3A cells, IL-6 STAT3-luciferase reporter, luminescence; host cell line lacks STAT1; inhibition, % at 5.5 µM; hit rate 0.89% among 190,000; AID 862;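 active = inhibition above the mean inhibition across all screened compounds plus 3 SD, cut at about 44% in these data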;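 note: 0% = DMSO only wells and 100% = 100 µM nifuroxazide control wells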
Active calls of the source: *; / = no result given. Rows were taken by chance, and some 5.6% of all compounds hit somewhere here.

SMILES	PPARg SRC2 recr	STAT3 act	STAT1 blocker	ROMK mod	PPARg SRC-1 ag	SRC2 TRFRET art	TLR4 MyD88 comp	RAM inhibit	S1P3 antagonist	PPARg SRC3 recr	STAT3 blocker
Cc1nnc(NC(=O)CSc2nnc(Cc3cccn3C)n2C)s1	3	96	-3	/	-5	1347	3	-0.2	-30	1	10
Cc1ccc(C(=O)/C=C/Nc2cccc(O)c2)cc1	2	24	7	0.62	-5	1702	3	3.4	/	-1	94*
Cc1ccc(N2CCN(CC(O)COC3CCCCC3)CC2)cc1 (stereo unspecified)	-6	99	-1	/	-2	1649	5	1.6	-16	-18	3
Cc1ccc(NC(=O)Nc2cccc([N+](=O)[O-])c2)nc1	-3	102	-21	1.1	0	1473	0	3.4	-17	1	0
CC(C)(C)c1ccc(OC(=O)c2ccc(-n3cncn3)nc2)cc1	-1	96	4	-0.22	2	1455	5	4.3	-8	2	6
COc1ccc(CNC(=O)CCc2nc3cc(S(=O)(=O)N(C)C)ccc3n2C)cc1OC	-5	102	3	-0.0049	2	1534	-6	5.5	-18	-2	-2
CCS(=O)(=O)N1N=C(c2ccccc2)CC1c1ccc2nccnc2c1 (stereo unspecified)	5	96	10	-0.31	-3	1584	-12	0.9	13	1	3
C#CCOCCOCCOCCNc1nc(N2CCN(C(=O)[C@H]([C@@H](C)CC)n3cc(CCC(=O)O)nn3)CC2)nc(N2CCN(C(=O)[C@H](C)n3cc(CCCN=C(N)N)nn3)CC2)n1	5	106	-9	-0.31	2	1514	-14	-0.7	-7	0	-10
Cc1ccc(Cn2cnc3c(nnn3Cc3ccc(Cl)cc3)c2=O)cc1	11	96	-1	-1	9	1480	8	5.3	7	15	8
CCN(CCNC(=O)CN(C)S(=O)(=O)c1cccc2nsnc12)c1ccccc1	1	106	0	0.032	5	1527	2	1.3	/	-5	-10
O=C(CSc1nnc(-c2ccncc2)n1-c1ccc(Cl)cc1)N1CCOCC1	-1	91	7	/	4	1501	-13	0.7	26	4	12
COc1ccc(C(=O)NNC(=S)NC(=O)c2ccc(Br)o2)cc1OC	3	100	5	-0.13	-3	1553	-16	0.0	-3	3	4
O=C(Nc1cccc([N+](=O)[O-])c1)C(=O)N1CCCCC1	-7	114	-38	0.09	-4	1516	-10	2.8	-13	0	-10
O=C(CSCc1ccccc1)Nc1ccc(S(=O)(=O)N2CCOCC2)cc1	-2	106	3	/	-8	1495	7	0.8	/	-4	4
COc1ccc(C(C(=O)NC2CCCCC2)N(C(=O)CCl)c2ccc(C)cc2)cc1 (stereo unspecified)	2	86	9	0.39	1	1458	10	0.9	8	5	16
COc1cc(-c2nc(-c3ccc4c(c3)-c3ccccc3S4(=O)=O)c(-c3ccccc3)[nH]2)cc(OC)c1O	6	110	-13	0.007	-4	1500	-4	4.9	/	11	-11
C=CCOc1cccc(C2C(C(=O)c3ccco3)=C(O)C(=O)N2CCN(CC)CC)c1 (stereo unspecified)	7	106	-1	0.73	8	1590	1	0.3	15	0	-4
CCN(CC)S(=O)(=O)c1cccc(C(=O)N[C@H](C(=O)Nc2nc3ccccc3s2)C(C)C)c1	10	101	-4	/	-2	1468	-4	4.8	6	4	-5
O=C(NNC1=NCCC1)c1ccc(Br)cc1	4	106	1	0.017	4	1422	0	1.8	/	-3	-11
O=C(NCc1cn(-c2ccccc2)nc1-c1ccc(F)cc1)c1cccc([N+](=O)[O-])c1	4	101	5	/	-5	1485	-4	1.5	-2	5	-3
C/C(CC(C)C)=N\NC(=O)Nc1ccccc1	-2	100	-23	-0.1	-3	1560	-8	3.5	-16	1	2
Cc1c(NC(=O)c2ccc(Br)o2)c(=O)n(-c2ccccc2)n1C	12	97	-2	1.1	5	1605	0	0.3	-26	6	3
CC1=C(C(=O)NC(C)CCc2ccccc2)C2(CCC(C)CC2)OC1=O (stereo unspecified)	7	106	-1	/	1	1465	2	1.1	-14	3	-4
Cc1ccccc1C1CC(c2ccccc2OC(F)F)Nc2ncnn21 (stereo unspecified)	-1	105	0	/	2	1427	10	0.7	-7	-4	0
CC(C)(C)c1ccc(-c2nnc(NC(=O)c3ccccc3)s2)cc1	6	99	-14	/	2	1429	-18	2.0	/	9	8
O=C(CCS(=O)(=O)c1cccc2nsnc12)NCc1ccccc1	9	102	5	1.2	1	1564	-8	0.8	/	-4	-3
O=C1NC2(NN1c1ccccc1)C1CC3CC(C1)CC2C3 (stereo unspecified)	5	98	7	-0.89	4	1496	10	4.5	/	-3	3
CCC1(C)Cc2c(sc3nnn(CC(=O)Nc4cccc5ccccc45)c(=O)c23)CO1 (stereo unspecified)	7	104	3	/	-2	1562	-3	5.0	/	-4	2
O=C(Cn1cc2c(n1)CCCC2)NCC1CCCO1 (stereo unspecified)	1	104	-2	/	2	1567	-7	0.5	9	-8	5
COc1ccc(NC(=S)Nc2cc(C(F)(F)F)ccc2F)cc1	3	87	3	-1	-1	1524	-9	2.1	-4	1	20
O=C(Cn1nnc(-c2ccccc2)n1)NNC(=O)c1ccccc1	8	97	3	0.32	7	1310	6	1.6	-5	3	3
CC(CCc1ccccc1)NS(=O)(=O)c1ccccc1 (stereo unspecified)	-2	108	-1	/	-7	1492	-14	0.1	/	-7	1
CC(C)Cn1c(-c2ccccc2)nc(=S)c2c1CCCC2	6	104	0	/	3	1559	-1	3.2	/	5	-3
O=C(Nc1ccccc1C(=O)N1CCCC1)c1cccc(S(=O)(=O)N2CCCCCC2)c1	-1	91	5	/	-3	1462	4	0.7	-13	-4	17
O=C(/C=C/c1ccc(Br)o1)NCCCN1CCOCC1	0	94	-6	-0.043	0	1484	4	3.0	-4	3	9
O=C(Cc1ccccc1)Nc1ccc(SC(F)F)cc1	0	95	-26	/	-1	1612	10	1.7	9	1	6
CC(C)N1CC(C(=O)Nc2ccc(Br)c(Cl)c2)CC1=O (stereo unspecified)	-1	108	-8	/	-4	1572	17	1.7	8	-3	-10
Cc1c(-c2cccc(Cl)c2)nc2ccccc2c1C(=O)OCC(=O)N(C)C1CCS(=O)(=O)C1 (stereo unspecified)	-3	97	11	-2.4	-2	1521	1	1.4	-14	-1	14
COC(=O)c1cc(C#N)c(=O)[nH]c1C	5	100	1	0.68	7	1617	-4	3.6	-10	-2	2
CCOC(=O)C(=O)C1=C(N2CCOCC2)/C(=C\c2ccc(F)cc2)CC1	0	104	-2	/	-1	1768	-11	0.0	-6	2	-4
COC(=O)CC/C(=N/Nc1ccc(Cl)c(Cl)c1)C(=O)OC	5	100	-8	1.5	0	1759	-7	1.3	11	0	2
Oc1ccc(Br)cc1-c1ccn[nH]1	1	109	7	-0.25	9	1669	-8	0.3	-14	7	-5
CCOC(=O)c1ccc(NC(=O)Nc2cccc(C)n2)cc1	1	92	-18	0.21	10	1633	-24	3.2	4	3	18
Cc1c(Cc2ccccc2)c(=O)oc2cc(OCc3nn[nH]n3)ccc12	-3	102	-2	/	-4	1374	-2	2.2	-17	2	-2
Cc1cc(NC(=O)CSc2nc(-c3ccco3)cc(C(F)(F)F)n2)no1	-2	110	3	/	-5	1354	-3	0.9	18	1	-9

Part of the list above, in CSV form.
mol,PPARg SRC2 recr,STAT3 act,STAT1 blocker,ROMK mod,PPARg SRC-1 ag,SRC2 TRFRET art,TLR4 MyD88 comp,RAM inhibit,S1P3 antagonist,PPARg SRC3 recr,STAT3 blocker
Cc1nnc(NC(=O)CSc2nnc(Cc3cccn3C)n2C)s1,3,96,-3,/,-5,1347,3,-0.2,-30,1,10
Cc1ccc(C(=O)/C=C/Nc2cccc(O)c2)cc1,2,24,7,0.62,-5,1702,3,3.4,/,-1,94*
Cc1ccc(N2CCN(CC(O)COC3CCCCC3)CC2)cc1 (stereo unspecified),-6,99,-1,/,-2,1649,5,1.6,-16,-18,3
Cc1ccc(NC(=O)Nc2cccc([N+](=O)[O-])c2)nc1,-3,102,-21,1.1,0,1473,0,3.4,-17,1,0
CC(C)(C)c1ccc(OC(=O)c2ccc(-n3cncn3)nc2)cc1,-1,96,4,-0.22,2,1455,5,4.3,-8,2,6
COc1ccc(CNC(=O)CCc2nc3cc(S(=O)(=O)N(C)C)ccc3n2C)cc1OC,-5,102,3,-0.0049,2,1534,-6,5.5,-18,-2,-2
CCS(=O)(=O)N1N=C(c2ccccc2)CC1c1ccc2nccnc2c1 (stereo unspecified),5,96,10,-0.31,-3,1584,-12,0.9,13,1,3
C#CCOCCOCCOCCNc1nc(N2CCN(C(=O)[C@H]([C@@H](C)CC)n3cc(CCC(=O)O)nn3)CC2)nc(N2CCN(C(=O)[C@H](C)n3cc(CCCN=C(N)N)nn3)CC2)n1,5,106,-9,-0.31,2,1514,-14,-0.7,-7,0,-10
Cc1ccc(Cn2cnc3c(nnn3Cc3ccc(Cl)cc3)c2=O)cc1,11,96,-1,-1,9,1480,8,5.3,7,15,8

(list continues)
SMILES	PPARg SRC2 recr	STAT3 act	STAT1 blocker	ROMK mod	PPARg SRC-1 ag	SRC2 TRFRET art	TLR4 MyD88 comp	RAM inhibit	S1P3 antagonist	PPARg SRC3 recr	STAT3 blocker
COC(=O)c1[nH]c2cc(C)ccc2c1NC(=O)CN1CCN(C(=O)c2ccco2)CC1	9	126	8	0.57	3	1518	-10	0.1	3	-2	-27
COCCNC(=O)c1onc(CSc2cccc(Cl)c2)c1C(=O)O	1	100	-2	-0.33	-2	1382	-3	0.8	/	-9	7
CC(=O)c1cccc(NC(=O)c2ccc3c(=O)n4c(nc3c2)CCCCC4)c1	4	87	5	0.015	6	1819	-14	0.1	-5	-2	23
CCOc1ccc(Cl)cc1/C=N/NC(N)=O	5	108	-1	-0.55	-1	1456	9	1.4	-12	5	-1
CC(C)N1CCC(NC(=O)Nc2ccc3c(c2)OCO3)CC1	-4	108	-13	-0.0035	2	1624	18	-0.2	12	4	-6
COC(=O)N1CCN(c2ccc(Cl)c(Cl)c2)CC1	10	78	4	/	5	1586	-2	5.4	12	16	29
O=C(/C=C/c1ccc2c(c1)OCO2)NCc1cn2cc(Cl)ccc2n1	-8	101	-6	0.056	6	1519	5	3.6	-7	6	6
Cc1nc2ccccc2c2oc(C(=O)NCc3ccccn3)cc12	10	87	8	-0.56	7	1651	-3	1.2	29	-1	20
COc1ccc(NC(=S)N(CCCN2CCCC2)Cc2cccn2Cc2ccc(Cl)cc2)cc1Cl	3	98	2	-0.01	8	1742	9	3.4	6	2	14

Assay outcomes (PubChem)
